# Source: PubChem BioAssay (several laboratories)
# HCT116 PTEN-null: growth suppressors of cells with PTEN tumor suppressor deletion | HCT116 PTEN-null viability, CellTiter-Glo, 60 h; hits give low values | viability, % at 10 µM | hit rate 1.2% among 140,000;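 active means viability at or below a set limit, 4 SD under the median of all tested compounds, cut at about 3.7% in these data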;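 further: PTEN knockout HCT116 line with beta catenin targeted HCT116 as companion control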
# Phagocyt inh: inhibitors of macrophage phagocytosis | J774A.1 macrophage IgG-bead phagocytosis, imaging | inhibition, % at 5 µM | hit rate 0.07% among 110,000 | AID 1029;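 active means inhibition above the mean of the plate negative controls plus 5 SD, cut at about 13% in these data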;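 further: phagocytic index as fraction of beads internalized from green versus red external bead signal; plate controls were DMSO negative control for no effect and cytochalasin-D positive control for full effect; some results beyond the cut were filed as inactive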
# E-sel TNF inh: blocks E-selectin expression induced by TNF alpha; HUVEC TNFa-induced E-selectin immunofluorescence, high content; inhibition, % at 2 µM; hit rate 0.71% among 120,000; AID 1246;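 active means inhibition above the batch mean plus 3 SD, and confirmed as a hit on visual image review, cut at about 43% in these data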;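 further: 0% = TNF-stimulated DMSO wells and 100% = unstimulated control wells; not every result past the cut was called active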
# Yeast growth inh: yeast BB579 growth reduction in restrictive medium; S. cerevisiae BB579 growth, OD615, 48 h; AID 804; hit rate 0.51% among 140,000; inhibition, % at 10 µM;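 active means inhibition above a set limit, 3 SD over the mean compound inhibition, cut at about 44% in these data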; further: inactives centre near -24
#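 System: DeaD yeast strain BB579; buffer or medium: CSMM-D dextrose restrictive medium; technique: OD at 615 nm; schedule: 4 h cell preincubation, 48 h compound exposure, 30 °C humidified; doses: single 10 µM dose; controls: amphotericin B 10 µg/mL, positive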
# NPY Y2 blocker: blocks the human neuropeptide Y Y2 receptor | P49146 | inhibition, % at 2.7 µM | NPY-Y2 expressing cells, antagonist mode | hit rate 0.99% among 140,000; in the data active means inhibition above about 17%;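 further: 0% = vehicle with agonist challenge and 100% = reference antagonist with challenge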
# Target sequence (P49146 whole entry, looked up): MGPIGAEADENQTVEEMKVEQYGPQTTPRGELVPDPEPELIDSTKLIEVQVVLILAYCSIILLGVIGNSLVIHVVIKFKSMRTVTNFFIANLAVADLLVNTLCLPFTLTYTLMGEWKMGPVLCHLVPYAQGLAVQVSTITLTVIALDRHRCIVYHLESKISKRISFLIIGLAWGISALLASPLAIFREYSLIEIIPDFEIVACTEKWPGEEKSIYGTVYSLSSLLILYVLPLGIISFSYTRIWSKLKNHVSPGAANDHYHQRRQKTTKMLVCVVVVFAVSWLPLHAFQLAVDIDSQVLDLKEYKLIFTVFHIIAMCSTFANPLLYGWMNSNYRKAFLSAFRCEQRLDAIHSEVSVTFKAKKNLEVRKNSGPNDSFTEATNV
# Measles CPE: protection of cells from measles virus; protection (pct of control), % at 4 µM; AID 841; hit rate 1.5% among 140,000; Measles virus-infected cells, CPE protection, absorbance; in the data active means protection mostly above about 24%, no sharp cut-off; inactive means mostly below about 26%; further: some compounds called inactive have numbers as strong as hits
# GALR2 antag: GALR2 (human) receptor antagonism; O43603; GALR2-expressing cells, antagonist mode; inhibition, % at 4 µM; hit rate 0.39% among 140,000; in the data active means inhibition above about 27%;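 further: cells stimulated with galanin 1-16 at roughly its EC80; 0% = agonist challenge control and 100% = basal control without agonist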
# Target sequence (O43603 whole entry, looked up): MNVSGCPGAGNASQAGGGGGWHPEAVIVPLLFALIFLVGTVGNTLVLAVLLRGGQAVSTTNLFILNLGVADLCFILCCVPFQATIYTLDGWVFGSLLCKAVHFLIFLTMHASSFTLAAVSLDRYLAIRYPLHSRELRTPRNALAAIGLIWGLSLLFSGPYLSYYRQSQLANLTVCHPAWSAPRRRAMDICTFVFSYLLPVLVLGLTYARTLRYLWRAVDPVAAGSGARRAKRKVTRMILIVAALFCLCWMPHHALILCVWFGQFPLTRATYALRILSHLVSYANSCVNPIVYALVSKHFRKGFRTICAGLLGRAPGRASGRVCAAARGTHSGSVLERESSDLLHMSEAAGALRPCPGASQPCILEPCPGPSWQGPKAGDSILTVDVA
# HCT116 bCat-KO: beta-catenin-lacking colon tumor cell growth suppression; AID 818; viability, % at 10 µM; HCT116 beta-catenin knockout viability, CellTiter-Glo, 60 h; hits give low values; hit rate 1.5% among 140,000;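 active means viability at or under a set limit, the compound median less 4 SD, cut at about 6% in these data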;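 further: 0% = Hyamine 1622 control at 20 µM and 100% = untreated cell control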
# Yeast life ext: extends the lifespan of yeast; S. cerevisiae growth with nicotinamide, OD615; deaD strain in restrictive glucose medium; inhibition of the nicotinamide effect, % at 10 µM; hit rate 0.68% among 130,000; AID 775;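 active means inhibition above a set limit, placed 3 SD over the median of all compounds, cut at about 26% in these data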;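 further: 0% = nicotinamide-treated wells and 100% = cells grown without nicotinamide; some compounds called inactive have numbers as strong as hits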
#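 Buffer or medium: CSMM-D glucose medium, restrictive; test system: modified budding yeast, DeaD strain; compound: single dose 10 µM compound, 0.25% DMSO; schedule: culture preincubation 4 h, compound exposure 48 h, both 30 °C; detection: optical density (absorbance) at 615 nm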
# MRP1 act: MRP-1 activation; H69AR cells + doxorubicin, viability rescue, CellTiter-Glo; viability increase, % at 10 µM; hit rate 0.61% among 140,000;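 active means viability gain under doxorubicin at or above a set limit, the compound median plus 3 SD, cut at about 4.7% in these data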;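 further: MRP-1 overexpressing cells given doxorubicin 25 µM after compound pretreatment; 18-22 h compound pretreatment then 72 h with doxorubicin before readout; 0% = doxorubicin-only wells and 100% = vehicle-treated cells without doxorubicin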
# Active calls of the source: *; · = not tested or not shown.
SMILES,HCT116 PTEN-null,Phagocyt inh,E-sel TNF inh,Yeast growth inh,NPY Y2 blocker,Measles CPE,GALR2 antag,HCT116 bCat-KO,Yeast life ext,MRP1 act
O=[N+]([O-])c1cccc(S(=O)(=O)N2CCCCCC2)c1,86.5,-4.7,·,-42.6,2.4,14.9,6.0,94.0,4.5,-1.6
O=C(c1ccc(F)cc1)C1CCN(C(=O)NCc2ccccc2)CC1,96.2,-0.4,-13.3,-20.7,-0.6,9.0,4.4,88.1,-6.7,-2.7
O=C(CSc1ccc(Cl)cc1)N1CCN(c2c(Cl)cccc2[N+](=O)[O-])CC1,62.4,2.6,4.0,-32.7,6.8,8.8,-1.7,58.7,3.3,2.5
Cn1cc(CC(=O)N2CCN(c3ccccc3F)CC2)c2ccccc21,82.1,-0.2,·,-24.9,2.0,4.7,2.3,73.4,-9.6,-3.0
Cc1sc2ncnc(SCC(=O)NNC(=O)COc3cccc4ccccc34)c2c1C,92.6,·,4.0,-21.3,4.8,7.4,-20.1,99.7,-11.8,-1.9
CC(C)C(=O)Nc1nnc(SCC(=O)NCc2cccs2)s1,92.9,0.3,7.3,-14.9,1.1,24.1,5.1,88.0,-8.8,-0.4
COc1cccc(S(=O)(=O)N2CCOCC2)c1,99.3,-0.2,-36.5,-1.8,1.1,5.6,-1.7,102.0,-6.1,1.1
CCc1ccc(C(=O)CSc2ncn[nH]2)cc1,117.0,-1.0,·,3.8,-1.0,13.4,9.6,103.2,-7.1,2.0
O=C(Nc1cccc(NC(=O)N2CCN(c3ccccc3)CC2)c1)N1CCN(c2ccccc2)CC1,49.1,-3.5,6.1,-8.2,-3.1,27.8,-4.4,61.0,-3.8,-2.1
O=[N+]([O-])c1ccc(/C=C/C2=NN(c3ccccc3)C(c3ccco3)C2)cc1 (configuration not stated),65.3,3.3,·,-6.0,7.0,1.8,3.6,65.0,1.8,-1.2
CC(C)N1C(=O)CCC1C(=O)NCc1ccccc1Cl (configuration not stated),83.8,·,21.8,3.8,0.8,7.4,1.3,96.3,4.5,-1.4
CCOC(=O)C1=C(C)NC(=S)NC1/C=C/c1ccccc1 (configuration not stated),56.9,4.1,-29.1,-26.0,4.1,25.0,-1.8,45.7,-5.8,-3.6
Cc1ccc(-c2csc(NC(=O)c3ccc(-c4ccccc4)cc3)n2)o1,56.3,0.4,6.9,-18.0,4.0,9.4,-5.2,37.9,-8.9,-2.9
CCOC(=O)N1CCC(C(=O)Nc2ccc(OCC)cc2)CC1,106.5,0.4,-19.5,-15.8,1.7,7.2,14.5,87.9,-12.7,-1.7
O=Cc1ccc2noc(-c3ccc(Cl)cc3)c2c1,23.1,0.6,12.5,-53.5,0.6,1.3,1.8,31.3,-9.2,-0.5

# The last 5 compounds of the part before come first, to join the parts.
SMILES,HCT116 PTEN-null,Phagocyt inh,E-sel TNF inh,Yeast growth inh,NPY Y2 blocker,Measles CPE,GALR2 antag,HCT116 bCat-KO,Yeast life ext,MRP1 act
CC(C)N1C(=O)CCC1C(=O)NCc1ccccc1Cl (configuration not stated),83.8,·,21.8,3.8,0.8,7.4,1.3,96.3,4.5,-1.4
CCOC(=O)C1=C(C)NC(=S)NC1/C=C/c1ccccc1 (configuration not stated),56.9,4.1,-29.1,-26.0,4.1,25.0,-1.8,45.7,-5.8,-3.6
Cc1ccc(-c2csc(NC(=O)c3ccc(-c4ccccc4)cc3)n2)o1,56.3,0.4,6.9,-18.0,4.0,9.4,-5.2,37.9,-8.9,-2.9
CCOC(=O)N1CCC(C(=O)Nc2ccc(OCC)cc2)CC1,106.5,0.4,-19.5,-15.8,1.7,7.2,14.5,87.9,-12.7,-1.7
O=Cc1ccc2noc(-c3ccc(Cl)cc3)c2c1,23.1,0.6,12.5,-53.5,0.6,1.3,1.8,31.3,-9.2,-0.5
O=C(c1cn(-c2ccccc2)nc1-c1cccs1)N1CCN(c2ccccn2)CC1,47.8,0.5,-28.0,-102.9,1.6,8.6,4.6,53.6,4.6,-1.2
Cc1cc2c(c(N3CCOCC3)n1)C(=O)OC2,96.0,4.7,0.9,-12.7,2.8,0.2,-1.0,93.8,-4.2,-0.4
O=C1c2ccccc2COc2ccc(O)cc21,89.0,·,20.0,-26.4,-0.3,20.3,-1.0,73.5,-36.5,-3.5
Cc1ccc(-c2nc(-c3cccnc3)no2)cc1,82.8,1.3,21.3,-5.1,1.6,6.1,-9.0,84.0,-16.8,0.3
CCOc1ccc2nc(SCC(=O)c3cccs3)sc2c1,94.5,7.3,1.3,-1.1,3.2,4.9,-1.9,91.3,-12.1,0.8
Nc1cc(S(=O)(=O)C(F)(F)F)ccc1C(=O)O,103.0,-0.7,47.2,-6.7,1.3,8.7,3.3,106.2,-10.0,-0.7
CC(=O)OCC(=O)Nc1ccc(N=Nc2ccccc2)cc1,58.7,-7.2,-4.4,-23.4,-2.1,15.2,3.8,72.4,-8.8,-1.2
COc1ccc(NC(=O)CN(C)S(=O)(=O)c2ccc(Cl)cc2)cc1Cl,95.7,·,9.9,-14.8,-1.7,8.9,6.1,103.4,-17.2,-2.2
CC1CCCC(C)N1CCCNC(=O)Cn1cc2c(n1)CCCC2 (configuration not stated),113.5,-0.3,·,-22.3,2.7,6.7,1.4,106.8,-11.8,-1.0
Cc1cccc(/C=C/C(=O)c2ccc(NC3=NCCCS3)cc2)c1,4.0,·,27.0,-36.3,7.4,18.2,0.4,10.5,-5.8,-6.5
COc1ccc2[nH]cc(C(=O)N3CCCCC3)c(=O)c2c1,104.3,-2.5,-52.4,-7.9,1.0,6.1,-1.4,110.0,-14.8,-0.3
Cc1ccc(Nc2nnc(SCC(=O)Nc3cccc(S(=O)(=O)N4CCCCC4)c3)s2)cc1,63.8,-16.5,-9.4,-44.4,2.9,26.8,4.5,69.6,8.0,-2.1
CC(C)=NNc1nc(-c2ccccc2)cs1,97.5,-6.1,·,-12.5,-0.8,9.0,21.4,97.2,-5.2,-2.0
CSc1n[nH]c(NCc2ccccc2)n1,106.5,-1.5,2.0,-55.1,2.8,11.6,9.0,100.7,3.8,-0.9
Cc1nc2ccccn2c1C(=O)NCCCN1CCOCC1,99.5,-0.7,-6.2,-43.5,1.9,18.7,-5.4,99.5,2.4,-0.6
COc1ccc(NC(=O)CN(C)S(=O)(=O)c2ccc3c(c2)OCCO3)c2ncccc12,79.7,-2.8,-18.6,-32.9,6.8,5.0,-3.7,70.9,-12.7,-0.7
Nc1nc(-c2ccc3c(c2)NC(=O)CO3)cs1,104.9,0.2,-5.1,-20.2,1.1,8.8,-4.9,102.2,-6.6,-0.6
CCCc1nc(N)c(C#N)c(-c2cccnc2)c1CC,92.7,-0.3,7.2,-31.6,1.8,5.7,-5.2,92.8,-6.4,-1.9
O=C(Nc1ccc(S(=O)(=O)N2CCCCC2)cc1)c1ccncc1,88.5,-0.4,-15.3,-47.3,-0.5,·,2.0,89.4,-7.2,-0.3
Cc1ccc(C(=O)NCC(=O)OCC(=O)Nc2ncc(C(F)(F)F)cc2Cl)cc1,92.0,-2.9,·,-5.0,1.5,5.2,-4.8,90.5,-0.5,1.0
C/C=C/CSc1nc2c(c(=O)[nH]c(=O)n2C)n1C(C)C,90.2,-0.4,8.2,-19.6,2.6,9.6,4.4,87.7,-14.0,-1.1
COc1cc(NC(=O)CSc2ncnc3c2cnn3Cc2ccccc2)cc(OC)c1,85.5,2.6,22.7,-26.1,4.7,3.2,-0.1,79.3,-16.3,-0.9
Cn1c(CNC(=O)c2cccs2)n[nH]c1=S,106.2,-2.2,·,-29.1,0.6,14.3,4.6,86.6,4.1,-0.8
Cc1cc(C)c(S(=O)(=O)NCCn2ccc3ccccc32)c(C)c1,60.5,1.2,15.0,-48.4,0.1,2.5,6.5,55.9,-6.2,0.4
COc1ccccc1N(CN1C(=O)c2ccccc2C1=O)C(=O)c1cccc(C)c1,89.0,-11.0,·,-24.9,2.7,9.9,0.6,87.4,-1.5,-0.3
Cn1c(=O)c(NC(=O)c2ccccc2)c2n(c1=S)CCCCC2,91.7,-0.9,-18.4,-43.4,2.7,8.1,6.6,88.2,-20.4,-3.1
CCn1c(SCC(=O)N/N=C/C=C/c2ccccc2[N+](=O)[O-])nnc1-c1ccc(Cl)cc1,81.2,-2.2,24.6,-23.5,7.5,2.5,0.1,77.6,3.2,1.3
COc1ccc2nc(N3C(=O)/C(=C/c4ccccc4)NC3=S)sc2c1,24.1,-2.2,·,-5.8,6.5,6.8,-2.6,28.9,13.8,-0.2
CSc1nnc2n(Cc3ccccc3)c(=O)c3c4c(sc3n12)COC(C(C)C)C4 (configuration not stated),99.4,-0.5,10.7,-6.8,2.3,7.9,4.6,93.4,-2.0,-0.2
Cc1ccc(N2C(=S)N=C(Nc3ccccc3C)C23CCOC(C)(C)C3)cc1 (configuration not stated),50.4,·,6.8,-3.5,2.6,16.0,-1.8,52.7,1.9,-1.5
CC1(C)CC(=O)C2=C(C1)OC(=O)C2(NC(=O)c1cccs1)C(F)(F)F (configuration not stated),90.8,-0.9,-40.1,-33.7,0.7,5.2,-0.1,102.2,-3.5,-1.5
Cc1ccc2cccc(S(=O)(=O)Nc3ccc4c(c3)OCO4)c2n1,79.9,-0.2,-31.1,-59.8,0.1,7.7,4.5,86.8,-3.9,-0.8
CCCC(=O)c1c[nH]c(C(=O)NCCCN2CCOCC2)c1,92.0,·,-40.7,-63.4,1.3,0.7,-1.1,84.2,-3.2,-0.2
CN(CC(=O)Nc1ccc(C#N)cc1)Cc1ccc(Cl)cc1,67.8,-0.9,-12.0,-24.5,18.1*,12.8,3.3,78.8,-11.4,-2.7
CCc1ccccc1NC(=O)c1nnn(CC(=O)Nc2cccc(C)c2C)c1N,59.6,·,·,-6.7,3.6,11.1,-9.6,54.0,-24.9,-2.7
Cc1cc(NC(=O)COC(=O)c2cccc(S(=O)(=O)N3CCOCC3)c2)no1,105.2,4.4,6.2,11.7,-0.5,4.3,3.9,98.9,-7.2,-1.5
COc1ccc(C(=O)N2CCCC(C(=O)N3CCCCCC3)C2)cc1 (configuration not stated),96.7,-0.1,-9.0,-12.2,3.1,22.1,-6.4,85.8,-21.3,-3.7
O=C1CC(SC(=NCc2ccc3c(c2)OCO3)Nc2ccccc2)C(=O)N1c1ccccc1 (configuration not stated),60.0,-1.0,5.7,-26.3,-0.2,11.1,-1.9,63.2,-12.9,-0.7
Cn1c(=O)n(CC(=O)NCc2cccnc2)c2ccccc21,96.1,0.2,6.4,-47.3,-0.3,3.9,4.8,89.0,7.7,-0.5
COc1ccc(C(=O)NC(=O)N2CCCCC2)cc1,101.5,4.8,-8.2,-21.6,4.2,19.5,-11.1,101.5,-10.4,0.8
Cc1cc(C)c2cc(CN(CCO)Cc3nnnn3Cc3ccc(F)cc3)c(=O)[nH]c2c1,78.9,-1.5,-20.1,-29.5,-1.0,10.2,-7.8,87.9,8.0,-2.4
